p53 reactivation: qHTS assay for re-activators of p53 using a Luc reporter | H1299 p53-A138V BP100-luciferase reporter, luminescence, 24 h | 0.063% of 320,000 active | Potency, µM (doses to about 92.2 µM), for inactives: at the highest dose activity change, positive = activation, usual class: activators; further: % of control where 0% means no effect; nearly all actives have a fitted effect of over 45% in size
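p53-null H1299 cells stably carrying temperature-sensitive p53-A138V and a BP100-luciferase reporter were pinned with compounds (4-point, 1:5 series) and held 24 hrs at 37 deg C. Luminescence was read 10 min after detection reagent.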
BRCA1 expr up: qHTS Assay to Identify Small Molecule Activators of BRCA1 Expression | MCF7-BRCA1-FFLuc reporter, luminescence, 48 h; response scale: scaled: vehicle 0%, 10 µM genistein 100% | Potency, µM (top dose mostly 46.1 µM), for inactives: at the top dose activation, hits mostly activators | 1.1% of 380,000 active; further: nearly all actives have a fitted effect of over 80% in size; some results filed as inactive show a strong effect at the top dose
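Using MCF7 cells harboring a BRCA1 firefly luciferase reporter, plated 2 h before compound pinning, the screen measured luminescence after 48 h incubation. Responses were normalized to DMSO and 10 microM genistein, then fitted for concentration-effect.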
Rab9 promoter act: qHTS Assay for Rab9 Promoter Activators; Potency, µM (doses to about 9.22 µM), for inactives: at the top dose activation, negative = inhibition, usual class: activators; Huh7 Rab9 promoter-luciferase reporter, luminescence, 24 h; 2.8% of 320,000 active; AID 485297, 2010; further: % of control where 0% means no effect; nearly all actives have a fitted effect of over 60% in size
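Huh7 cells stably carrying Rab9 promoter–luciferase reporter, plated 1500 cells/well, compound added after 2 h and incubated 24 h at 37 °C; luciferase luminescence then read after 10 min with detection reagent.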
RORg inh: qHTS for inhibitors of ROR gamma transcriptional activity. 5.4% of 310,000 active. Potency, µM (highest dose often 53.6 µM), without a hit: top-dose activity change, negative = inhibition, usual class: inhibitors. Drosophila S2 Gal4-RORgamma UAS-luciferase reporter, 20 h. AID 2551, 2010; further: on the % scale 0 is the no-effect control and ±100 the full control effect; nearly all actives have a fitted effect of over 60% in size
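Drosophila Schneider cells stably carrying a metallothionein-driven Gal4 DBD–ROR gamma fusion and a UAS-Photinus luciferase reporter were exposed to compound for 1 hr, then induced with copper sulfate (700 uM final) for 20 hr at ambient temperature before luminescence reading.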
VP16 counter: VP16 counterscreen qHTS for inhibitors of ROR gamma transcriptional activity; Drosophila S2 Gal4-VP16 UAS-luciferase, luminescence, 20 h; Potency, µM (top dose mostly 53.6 µM), without a hit: at the top dose activity, negative = inhibition, most hits filed as inhibitors; 3.5% of 310,000 active; AID 2546, 2010;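 further: Gal4-VP16 expression switched on by copper sulfate through the metallothionein promoter; on the % scale 0 is the no-effect control and ±100 the full control effect; nearly all actives have a fitted effect of over 50% in size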
NPC1 promoter act: qHTS Assay for NPC1 Promoter Activators; AID 485313, 2010; Potency, µM (titrated, usually from 9.22 µM), without a hit: at the highest dose activation, actives largely listed as activators; Huh7 NPC1 promoter luciferase reporter, 24 h; 2.4% of 320,000 active;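 further: % of control where 0% means no effect; nearly all actives have a fitted effect of over 60% in size; reporter is driven by a mutant NPC1 promoter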
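Stable NPC1-promoter luciferase Huh7 line; cpd (DMSO) 24 h, 37 °C, 5% CO2; Amplite luciferase reagent 10 min RT; luminescence readout. qHTS format.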
FLuc counter: qHTS profiling assay for firefly luciferase inhibitor/activator using purifed enzyme and Km concentrations of substrates (counterscreen for miR-21 project). Luciferin 4-monooxygenase (Photinus pyralis), P08659. purified FLuc, Km substrates, luminescence inhibition. AID 588342, 2011. 6.9% of 360,000 active. Potency, µM (top dose mostly 57.5 µM), without a hit: at the highest dose activity change, negative = inhibition, usual class: inhibitors;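 further: plate controls were vehicle for no effect and reference inhibitor for full effect; nearly all actives have a fitted effect of over 55% in size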
Target sequence (P08659 whole entry, looked up): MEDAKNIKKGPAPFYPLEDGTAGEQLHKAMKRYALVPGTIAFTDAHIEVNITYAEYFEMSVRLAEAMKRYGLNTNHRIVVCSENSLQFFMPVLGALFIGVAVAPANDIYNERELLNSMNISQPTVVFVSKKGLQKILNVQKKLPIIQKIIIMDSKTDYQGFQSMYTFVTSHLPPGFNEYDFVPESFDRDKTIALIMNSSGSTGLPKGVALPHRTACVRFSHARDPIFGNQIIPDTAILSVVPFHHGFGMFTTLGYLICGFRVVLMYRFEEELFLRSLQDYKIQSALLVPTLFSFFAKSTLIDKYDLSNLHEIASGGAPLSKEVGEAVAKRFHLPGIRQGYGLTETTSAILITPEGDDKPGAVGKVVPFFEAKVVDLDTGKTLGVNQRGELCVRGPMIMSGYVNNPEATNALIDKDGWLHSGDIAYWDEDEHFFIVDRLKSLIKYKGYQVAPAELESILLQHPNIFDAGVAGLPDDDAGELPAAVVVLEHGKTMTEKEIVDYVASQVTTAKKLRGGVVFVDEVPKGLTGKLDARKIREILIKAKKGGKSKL
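Biochemical qHTS of compounds, final roughly 60 µM downward over six points, against 10 nM purified firefly luciferase using Km concentrations of substrates (10 uM D-luciferin, 10 uM ATP) in Tris acetate pH 7.5 buffer; luminescence output.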
ELG1 genotox: qHTS screen for small molecules that induce genotoxicity in human embryonic kidney (HEK293T) cells expressing luciferase-tagged ELG1 | 1.3% of 330,000 active | HEK293T ELG1-luciferase reporter, luminescence, 16 h | Potency, µM (titrated, usually from 46 µM), for the others: top-dose activity change, positive = activation, most hits filed as activators; further: % of control where 0% means no effect; nearly all actives have a fitted effect of over 60% in size
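Quantitative HTS format in 1536-well plates. HEK293T ELG1-luciferase reporter cells receive test compound and are incubated 16 hr at 37 °C, 5% CO2; ONE-Glo added, 30 min room temperature, then luminescence read.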
uPA generation: qHTS for Inhibitors of Cell Surface uPA Generation | cell surface uPA generation assay, qHTS | 0.31% of 330,000 active | Potency, µM (highest dose often 38.3 µM), for inactives: top-dose activity change, negative = inhibition, most hits filed as inhibitors; active means well fitted inhibition curve with a large enough effect; inconclusive means small, poorly fitted or top-dose-only effect; inactive means no such curve, though single readings can be large or run the other way; tested in mouse RAW 264.7 cells; further: on the % scale 0 is the no-effect control and ±100 the full control effect; nearly all actives have a fitted effect of over 55% in size
MBNL1 CUG block: qHTS Assay for Inhibitors of MBNL1-poly(CUG) RNA binding; Muscleblind-like protein 1 (Homo sapiens), Q9NR56; TR-FRET MBNL1-His/biotin-(CUG)12 binding, 665/545 ratio; Potency, µM (doses to about 57.5 µM), without a hit: top-dose activity change, negative = inhibition, hits mostly inhibitors; 0.036% of 280,000 active; AID 2675, 2010; active means well fitted inhibition curve with a large enough effect in the signal ratio, with a control signal flat, not every such curve was filed as active; inconclusive means small, poorly fitted or top-dose-only effect, or effect the other way, or a change in a side signal; inactive means no such curve, though single readings can be large or run the other way; the % refers to the signal ratio; further: on the % scale 0 is the no-effect control and ±100 the full control effect
Target sequence (Q9NR56 whole entry, looked up): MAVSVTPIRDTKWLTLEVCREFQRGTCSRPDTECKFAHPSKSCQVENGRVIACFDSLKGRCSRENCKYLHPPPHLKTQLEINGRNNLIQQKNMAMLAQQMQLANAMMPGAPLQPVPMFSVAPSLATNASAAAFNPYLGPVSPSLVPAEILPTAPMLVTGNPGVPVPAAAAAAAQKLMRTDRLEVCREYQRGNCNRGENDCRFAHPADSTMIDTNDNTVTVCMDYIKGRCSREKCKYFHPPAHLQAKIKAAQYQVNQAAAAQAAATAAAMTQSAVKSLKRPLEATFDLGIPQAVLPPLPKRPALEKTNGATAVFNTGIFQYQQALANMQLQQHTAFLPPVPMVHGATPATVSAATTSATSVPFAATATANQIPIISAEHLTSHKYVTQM
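MBNL1-His + Biotin-(CUG)12, cpd titration 92 nM–58 uM; Tb anti-His Ab 0.055 ng/ul, SA-XL665 5 nM (final); 60 min RT; ratiometric 665/545 nm, Ex 340 nm; normalized to buffer and full-complex controls.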
* hit, by the source's call; ? = inconclusive; / = not tested or not shown; [ ] = remark or other dose. Unless noted, the call rests on the fitted dose curve; in most records, active means well fitted curve in the direction sought with a large enough effect; inconclusive means small, poorly fitted or top-dose-only effect, or another doubt; inactive means no such curve, though single readings can be large; an effect the other way counts as inactive or inconclusive. Potency means the concentration at half of the fitted maximal effect. Compounds as they come; about 13% have a hit in one of these screens.

1. Cc1ccc(CCNC(=O)NC(C)(C)C)cc1
2. CCOC(=O)c1c(C)noc1-c1ccc(Br)o1
3. Cc1cccc(NC(=O)CCc2c(C)nc3ncnn3c2C)n1
4. O=C(COC(=O)c1ccccc1Cl)NCCC1=CCCCC1
5. CCN1CCCC1CNC(=O)c1ccc(N2CCCC2=O)cc1 (stereo not drawn)
6. CC(C)c1ccc(C(=O)CSc2ncn[nH]2)cc1
7. CC(=O)C(Cc1ccccc1)NC(=O)CN1c2cccc3cccc(c23)S1(=O)=O (stereo not drawn)
8. Cc1ccc2c(NC(=O)C3CC3)cccc2n1

screen / no.,1,2,3,4,5,6,7,8
p53 reactivation,?,0%,-11%,18%,-4%,?,-2%,-14%
BRCA1 expr up,?,-1%,31%,13%,5%,14µM*,0%,-12%
Rab9 promoter act,?,-5%,3%,16%,2%,?,2%,5%
RORg inh,?,0%,19%,12%,-18%,9%,/,-3%
VP16 counter,0%,-10%,-6%,-11%,-4%,-3%,/,-2%
NPC1 promoter act,?,-1%,0%,3%,1%,?,0%,2%
FLuc counter,?,0%,1%,17µM*,1%,9.5µM*,/,2%
ELG1 genotox,13%,4%,-3%,15%,0%,?,1%,-1%
uPA generation,1%,-3%,-3%,6%,-2%,-25%,-4%,6%
MBNL1 CUG block,-6%,13%,-4%,/,-4%,-2%,/,6%

Pulled one by one from the list above (4):
5. CCN1CCCC1CNC(=O)c1ccc(N2CCCC2=O)cc1 (stereo not drawn)
8. Cc1ccc2c(NC(=O)C3CC3)cccc2n1
7. CC(=O)C(Cc1ccccc1)NC(=O)CN1c2cccc3cccc(c23)S1(=O)=O (stereo not drawn)
1. Cc1ccc(CCNC(=O)NC(C)(C)C)cc1

screen / no.,5,8,7,1
p53 reactivation,-4%,-14%,-2%,?
BRCA1 expr up,5%,-12%,0%,?
Rab9 promoter act,2%,5%,2%,?
RORg inh,-18%,-3%,/,?
VP16 counter,-4%,-2%,/,0%
NPC1 promoter act,1%,2%,0%,?
FLuc counter,1%,2%,/,?
ELG1 genotox,0%,-1%,1%,13%
uPA generation,-2%,6%,-4%,1%
MBNL1 CUG block,-4%,6%,/,-6%

Next part.
9. O=C(N/C(=C/c1ccc(Cl)cc1)C(=O)N1CCCC1)c1ccccc1
10. O=S(=O)(c1ccc(Cl)nc1)N(Cc1ccccc1)Cc1ccccc1
11. COC(=O)Cc1ccc(NC(=S)NCCCO)cc1
12. Cc1ccc(NC(=O)COc2ccc(CCO)cc2-n2nc3ccccc3n2)cc1C
13. COc1ccc(CC(=O)N/N=C(\C)CC(=O)Nc2ccc(N(C)C)cc2)cc1
14. Cc1ccc(NC(=O)CSc2nc3ccccc3c(=O)[nH]2)cc1[N+](=O)[O-]
15. O=C1CCC(C(=O)NCc2cccnc2)N1 (stereo not drawn)
16. C[C@@H]1CCC(=O)N(CC[C@H](Sc2ccccc2)c2ccccc2)CC1

screen / no.,9,10,11,12,13,14,15,16
p53 reactivation,-3%,3%,1%,-4%,15%,0%,-1%,/
BRCA1 expr up,-8%,-10%,8%,-83%,-19%,-42%,10%,-22%
Rab9 promoter act,-3%,1%,-5%,-7%,-3%,/,-2%,1%
RORg inh,-3%,6%,-6%,0%,-42%,/,-20%,33%
VP16 counter,-6%,-7%,13%,-27%,3%,/,-9%,20%
NPC1 promoter act,-2%,1%,-2%,-1%,0%,/,2%,-3%
FLuc counter,6%,-5%,-7%,2%,6%,/,4%,?
ELG1 genotox,1%,1%,-2%,-5%,3%,-3%,-1%,0%
uPA generation,-3%,2%,-1%,2%,4%,-18%,2%,-12%
MBNL1 CUG block,-2%,3%,-2%,47%[activator],3%,/,11%,-2%

17. NNc1nc(-c2ccccc2)cc(-c2ccccc2O)n1
18. CC(C)=CC(=O)OCC(=O)Nc1ccccc1Cl
19. COc1ccc(-c2coc3c(CN4CCCCC4)c(O)c(CN4CCCCC4)c(O)c3c2=O)cc1
20. NC(N)=NC1=NC(=O)C(Cc2ccccc2Cl)S1 (stereo not drawn)
21. CC(CCc1ccccc1)NC(=O)COc1ccc(S(=O)(=O)N2CCOCC2)cc1[N+](=O)[O-] (stereo not drawn)
22. O=C(NCCc1ccccc1)c1ccc(-c2ccccc2C(F)(F)F)o1
23. COc1ccc(C)cc1NC(=O)CNC(c1ccccc1)c1ccccc1
24. C[C@H](CO)N1C[C@H](C)[C@H](CN(C)S(=O)(=O)c2ccccc2)Oc2ccc(NC(=O)NC3CCCCC3)cc2CC1=O

screen / no.,17,18,19,20,21,22,23,24
p53 reactivation,0%,1%,?,-3%,-1%,2%,-14%,22%
BRCA1 expr up,-83%[inhibitor],23%,/,29%,-16%,11%,0%,-49%
Rab9 promoter act,-5%,-2%,-1%,-1%,2%,-1%,-9%,/
RORg inh,7.1µM*,4%,-118%,-25%,27%,16%,30%,/
VP16 counter,13µM*,-3%,?,0%,-11%,7%,-3%,/
NPC1 promoter act,0%,0%,-3%,6%,-2%,-3%,-2%,/
FLuc counter,-8%,-14%,11%,-2%,-2%,?,0%,/
ELG1 genotox,-6%,9%,?,8%,-5%,1%,-4%,1%
uPA generation,/,2%,/,1%,-4%,5%,0%,-5%
MBNL1 CUG block,5%,-5%,6%,26%,/,-16%,-6%,/

25. C=CCn1c(O)c(N=NC(=O)CNC(=O)/C=C/c2ccc(OC)cc2)c2ccccc21
26. CCc1nnc(NC(=O)CC(CN(C)S(=O)(=O)c2ccccc2)c2ccccc2)s1 (stereo not drawn)
27. CC(C)(C)N(Cc1ccccc1)C(=O)CSc1nc2ccccc2c(=O)[nH]1
28. CCN(C(=O)COC(=O)c1ccccc1NCCO)c1cccc2ccccc12
29. O=C1c2ccccc2C(=O)N1n1c(=O)[nH]c2ccccc2c1=O
30. Cc1noc(C)c1S(=O)(=O)N1CCCC(C(=O)N2CCC(C)CC2)C1 (stereo not drawn)
31. COc1cc(S(=O)(=O)NCC2(N3CCCCC3)CCCCC2)ccc1NC(C)=O
32. Cc1ccc(NC(=O)CSc2nnc(-c3ccncc3)o2)cc1

screen / no.,25,26,27,28,29,30,31,32
p53 reactivation,-1%,-5%,-1%,-3%,/,1%,5%,24%
BRCA1 expr up,0%,-13%,-22%,-11%,4%,-15%,-15%,27%
Rab9 promoter act,-4%,-4%,-5%,2%,/,-2%,-3%,7%
RORg inh,6%,-8%,-26%,/,-4%,10%,/,-33%
VP16 counter,-4%,2%,17%,/,25%,-3%,/,-1%
NPC1 promoter act,-5%,2%,-4%,3%,/,-4%,-2%,2%
FLuc counter,?,6%,1%,-1%,2%,1%,1%,4%
ELG1 genotox,-3%,-32%[inhibitor],6%,-6%,/,0%,-1%,-3%
uPA generation,1%,-2%,/,4%,/,-3%,-1%,/
MBNL1 CUG block,/,?,2%,/,9%,-2%,/,-2%

33. COC(=O)CSc1nnc(-c2cccnc2)n1C
34. CCc1ccc(C(=O)Nn2cnc3ccccc3c2=O)cc1
35. Cc1cc(-c2ccc(Cl)cc2)c2cnn(C(C)C)c2n1
36. Cc1ccc(N(CC(=O)NC2CCCCCC2)S(=O)(=O)c2c(C)nn(C)c2C)cc1
37. C[C@H](NC(=O)C1CC(=O)N(c2ccc3c(c2)OCO3)C1)C(=O)NCc1ccco1 (stereo partly drawn)
38. Cc1ccc(NC(=O)c2ccccc2)cc1OC(=O)c1ccccc1
39. CCCCC12CN3CC(C)(CN(C1)C3c1ccc([N+](=O)[O-])o1)C2=O (stereo not drawn)
40. COc1ccc(NC(=O)c2nn(C)c3c2CS(=O)(=O)c2ccccc2-3)cc1
41. CN(Cc1ccc(N(C)C)cc1)C(=O)c1cc2ccccc2o1
42. Cc1ccc2oc(Nc3nc(C)c(C)c(C)n3)nc2c1

screen / no.,33,34,35,36,37,38,39,40,41,42
p53 reactivation,0%,?,-7%,-20%,-3%,17%,-2%,-3%,?,18%
BRCA1 expr up,16%,?,38%,-18%,-1%,42%,14%,16%,?,?
Rab9 promoter act,-1%,2.2µM*,1%,0%,-1%,-1%,-6%,0%,15%,2.5µM*
RORg inh,4%,-3%,18%,-33%,-2%,8%,-6%,-29%,76%,?
VP16 counter,2%,-12%,-10%,-5%,3%,7%,2%,-10%,29%,6%
NPC1 promoter act,-3%,2.5µM*,3%,-4%,-9%,-5%,2%,1%,29%,1.6µM*
FLuc counter,-1%,8.5µM*,?,1%,-1%,?,-3%,-1%,?,11µM*
ELG1 genotox,0%,?,-3%,0%,3%,1%,0%,13%,?,?
uPA generation,-6%,2%,3%,/,4%,-21%,13%,2%,/,11%
MBNL1 CUG block,-3%,-3%,4%,6%,-8%,-2%,?,2%,-7%,0%

Screening data: PubChem BioAssay, National Center for Advancing Translational Sciences (NCATS)
